TAAR1 antagonist: human TAAR1 antagonists, primary screen, Fluo-8 calcium fluorescence, CHO RD-HGA16 cells | Trace amine-associated receptor 1 (Homo sapiens), Q96RJ0 | antagonist | inhibition, % at 3 µM | 360,000 compounds, 1.5% hits | AID 624466, 2012;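 active = inhibition above a per-plate cutoff, the mean inhibition of test compounds on that plate plus 3 SD, cut at about 49% in these data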;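 note: 0% = DMSO plus EC80 beta-PEA response and 100% = DMSO alone without agonist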
Target sequence (Q96RJ0 whole entry, looked up): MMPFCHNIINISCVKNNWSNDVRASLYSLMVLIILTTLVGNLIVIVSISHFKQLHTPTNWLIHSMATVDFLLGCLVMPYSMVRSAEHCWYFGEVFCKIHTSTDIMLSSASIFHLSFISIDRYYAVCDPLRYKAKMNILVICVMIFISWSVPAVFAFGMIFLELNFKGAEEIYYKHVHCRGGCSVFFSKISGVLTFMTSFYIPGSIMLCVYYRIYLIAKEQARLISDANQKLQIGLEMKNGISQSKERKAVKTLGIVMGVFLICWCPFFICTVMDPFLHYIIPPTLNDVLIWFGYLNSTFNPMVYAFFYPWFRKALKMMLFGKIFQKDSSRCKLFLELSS
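System: RD-HGA16 CHO cells with stable hTAAR1 and Gα16 | Probe or stimulus: EC80 β-phenethylamine stimulus | Dosing: 3 µM, single point | Times: Dye loading 75 min at 37 °C, then 30 min room temperature | Measured by: Fluo-8 calcium-sensitive fluorescence | Read-out basis: % inhibition of agonist calcium response | Replicates: n of 1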
OXTR potentiate: human OXTR potentiators, primary screen, fluorescence, CHO-OTR cells, Fluo-8 calcium; Oxytocin receptor (Homo sapiens), P30559; Fluo-8 calcium fluorescence, potentiator mode; 0% = oxytocin EC15, 100% = EC100; activation, % at 3 µM; 320,000 compounds, 0.061% hits; AID 2445, 2010;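 active = activation above that plate's cutoff, the mean activation of tested compounds plus 3 SD, cut at about 6.6% in these data, passing the limit was not always enough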;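 note: 100% uses oxytocin at 75 nM as the full agonist control; some results filed as inactive read as strong as hits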
Target sequence (P30559 whole entry, looked up): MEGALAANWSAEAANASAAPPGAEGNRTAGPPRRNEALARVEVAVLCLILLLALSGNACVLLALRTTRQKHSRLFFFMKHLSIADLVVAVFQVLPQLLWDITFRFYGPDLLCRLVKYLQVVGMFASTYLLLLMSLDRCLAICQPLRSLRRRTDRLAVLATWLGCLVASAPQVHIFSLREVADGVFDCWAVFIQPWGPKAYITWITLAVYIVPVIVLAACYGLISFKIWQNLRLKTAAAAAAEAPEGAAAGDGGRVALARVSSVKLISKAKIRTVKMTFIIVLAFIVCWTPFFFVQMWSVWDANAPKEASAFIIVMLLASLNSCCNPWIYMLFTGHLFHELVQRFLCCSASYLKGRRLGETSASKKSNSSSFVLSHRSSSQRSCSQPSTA
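System: human OTR in CHO cells; Also added: sub-maximal oxytocin, roughly EC15; Timing: compound 6 min at room temperature before oxytocin, 100 s read; Technique: Fluo-8 intracellular calcium fluorescence, ex 470-495, em 515-575 nm; Controls: oxytocin EC15 low and EC100 high; Replication: singlicate.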
TAAR1 agonist: human TAAR1 agonists, primary screen, Fluo-8 calcium fluorescence, CHO RD-HGA16 cells. vehicle wells 0%, saturating PEA agonist 100%. 360,000 compounds, 0.99% hits. activation, % at 3 µM. Trace amine-associated receptor 1 (Homo sapiens), Q96RJ0;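 active = activation above the mean activation of all test compounds in the run plus 3 SD, cut at about 38% in these data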
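System: CHO RD-HGA16 cells carrying human TAAR1 plus Gα16; Incubation: 17-24 h seeding, 75 min 37 °C dye, 30 min RT; Measured by: Fluo-8 fluorescence, 5 s baseline then 140 s kinetic read; Control set: DMSO and PEA EC100; Replication: single well for each compound.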
OXTR agonist: human OXTR agonists, primary screen, fluorescence, CHO-OTR cells, Fluo-8 calcium | Oxytocin receptor (Homo sapiens), P30559 | Fluo-8 calcium fluorescence; normalized: DMSO 0%, oxytocin 100% | activation, % at 3 µM | 320,000 compounds, 0.32% hits | AID 2435, 2010;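 active = activation above the mean of all tested compounds plus 3 SD, cutoff set per screening run, cut at about 20% in these data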;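 note: peak over basal fluorescence ratio from a 100 s FLIPR kinetic read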
CHO parental Ca: ATP-evoked calcium signal inhibitors, parental CHO, primary screen, counter-screen for OX1R antagonist project, cell-based, fluorescence, Fluo-8 calcium dye | inhibition, % at 5.6 µM | AID 463079, 2010 | 330,000 compounds, 0.63% hits | parental CHO-K1, ATP-induced calcium, Fluo-8 fluorescence;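 active = inhibition above that plate's mean sample inhibition plus 3 SD, cut at about 26% in these data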;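 note: 0% = ATP-challenged DMSO wells and 100% = DMSO wells without ATP; some compounds past the cut are filed as inactive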
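material = parental CHO cells | also added = ATP as calcium-mobilizing challenge | dosing = single point at 5.6 µM | detection = intracellular calcium via Fluo-8 no-wash fluorescent dye | read-out = % inhibition | benchmarks = low control ATP plus DMSO, high control DMSO only | repeats = one well per compound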
V1R ag counter: agonists of human V1a receptor, primary screen, counter-screen for OXTR agonist project, fluorescence, CHO-V1R cells. activation, % at 3 µM. Vasopressin V1a receptor (Homo sapiens), P37288. 320,000 compounds, 0.25% hits. Fluo-8 calcium fluorescence, agonist mode; 0% DMSO, 100% 3 nM vasopressin;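 active = activation above the mean activation of all tested compounds plus 3 SD, per screening run, cut at about 20% in these data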;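 note: signal is peak over basal fluorescence ratio across a 100 second FLIPR read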
M1 ag: human M1 muscarinic receptor agonists, primary screen, Fluo-8 calcium fluorescence, CHO-K1 cells, HTS; activation, % at 3 µM; AID 588814, 2011; CHO-K1 hM1, agonist mode; 0% DMSO, 100% acetylcholine EC100; 360,000 compounds, 0.33% hits; Muscarinic acetylcholine receptor M1 (Homo sapiens), P11229;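 active = activation above the run's mean compound activation plus 3 SD, cut at about 16% in these data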;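 note: peak over basal fluorescence ratio within a 140 s kinetic read after compound addition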
CHRM1 antagonist: human M1 muscarinic receptor antagonists, primary screen, CHO-K1 cells, Fluo-8 calcium fluorescence, 1536-well. CHO-K1 hM1, ACh EC80 antagonist. inhibition, % at 3 µM. 360,000 compounds, 1.3% hits;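 active = percent inhibition above its own plate's cutoff, namely the mean of that plate's compound wells plus 3 SD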;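 note: peak over basal fluorescence ratio during 140 s after agonist addition; 0% = ACh EC80 plus DMSO and 100% = DMSO alone without agonist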
M1 PAM: human M1 muscarinic receptor positive allosteric modulators, primary screen, CHO-K1 cells, Fluo-8 calcium fluorescence, 1536-well; Muscarinic acetylcholine receptor M1 (Homo sapiens), P11229; CHO-K1 hM1, ACh EC20; 0% = ACh EC20, 100% = maximal ACh; activation, % at 3 µM; 360,000 compounds, 0.088% hits; AID 588819, 2011; in the data active = activation above about 19%, passing the limit was not always enough
* marks the source's active call; other numbers are inactive results; . = not tested or not shown.

Results follow in this order: TAAR1 antagonist, OXTR potentiate, TAAR1 agonist, OXTR agonist, CHO parental Ca, V1R ag counter, M1 ag, CHRM1 antagonist, M1 PAM
1) CC(C)c1ccc(NC(=O)COC(=O)[C@@H]2CCCN2C(=O)c2cccs2)cc1
→ 26, -4, 6, 0.0, -19, 0.7, -4, -1, -1
2) CCN(Cc1nc2cc(Cl)ccc2c(=O)[nH]1)C(=O)c1ccc(C)c(NC(=O)c2ccco2)c1
→ -19, -2, 8, 1.9, -29, 1.7, -4, 2, 0
3) CC(C)C(=O)Nc1c(-c2ccc(Cl)cc2)c(=O)c2ccccc2n1C
→ -12, -10, 7, -0.8, -7, -0.4, -2, -10, 1
4) COc1ccc(CCn2c(=N)c(C(=O)NCc3ccco3)cc3c(=O)n4cccc(C)c4nc32)cc1
→ 26, -23, 8, -1.1, -12, -0.1, -5, -7, 2
5) N/C(CSc1ncccc1C(F)(F)F)=N\O
→ -11, -9, 2, -1.1, -11, 0.1, -2, 13, -3
6) O=C(Cn1nc(C(=O)O)c2ccccc2c1=O)Nc1cc(S(=O)(=O)N2CCCCC2)ccc1Cl
→ -35, -7, 8, 0.2, -12, -0.1, -4, -12, 12
7) O=C(O)c1ccc(N/N=C/c2ccc(C(F)(F)F)cc2)cc1
→ 12, -4, 8, 7.1, 2, 6.8, -5, -4, 7
8) COC(=O)c1ccc(NC(=O)COC(=O)c2cccc3c(=O)c(C)c(-c4ccccc4)oc23)cc1
→ 10, -2, 7, -1.5, -23, -0.1, -9, -7, 6
9) Cc1ccc(S(=O)(=O)/N=S(/C)c2ccccc2)cc1 (stereo not drawn)
→ -15, -1, 3, -0.9, -10, -0.1, -4, 0, 5
10) CCOc1ccc(C(CCc2ccccc2)NC(=O)c2ccccc2)cc1OCC (stereo not drawn)
→ -12, -2, 1, -1.7, -4, -0.9, -4, -10, 5
11) Cc1cc(C)c(S(=O)(=O)N(CC(=O)O)CC(=O)O)c(C)c1
→ 8, -4, 1, 0.0, -4, -0.6, 4, 1, 3
12) CCCCC(CC)C(=O)NCCCN1CCN(CCCNC(=O)C(CC)CCCC)CC1 (stereo not drawn)
→ ., -3, ., -1.5, -9, -0.7, -4, 1, 8
13) COc1ccc(C(=O)CC(CC(=O)c2ccc(OC)cc2)C(=O)O)cc1
→ -1, -1, 2, 0.5, -1, 0.4, -2, 3, 2
14) COc1ccc(/C=C(/CC(=O)Nc2ccccc2)c2nc3ccccc3s2)cc1
→ -27, 0, 4, 0.2, -17, -0.1, -2, -10, 5
15) Cc1ccc(CNC(=O)CCC(=O)N2CC(C)Sc3ccccc32)cc1 (stereo not drawn)
→ 37, -12, 6, -0.4, -6, 1.8, -2, 3, -7
16) Cc1ccc(S(=O)(=O)N2CCC(C(=O)Nc3ccccc3N3CCCC3)CC2)cc1
→ -4, 7, 0, -2.2, -29, -1.4, -4, -2, 1
17) Cc1ccc(OCC(=O)Nc2ccc(S(=O)(=O)Nc3cc(C)nc(C)n3)cc2)c(C)c1
→ -20, -7, 2, -0.3, -9, 0.5, -1, -22, 5
18) COc1ccc(-c2cc(C(=O)Nc3cccnc3)c3ccccc3n2)cc1OC
→ 26, -5, 8, 1.7, -14, 2.1, -1, 15, -8
19) C=CCn1c(Br)nc2c1c(=O)[nH]c(=O)n2C
→ -5, -15, 6, 0.8, -10, 1.6, -3, -13, 7
20) O=C(COC(=O)c1cccc(OC(F)F)c1)NCC1CCCO1 (stereo not drawn)
→ -2, -4, 1, 0.6, -6, 0.5, -2, -12, 10
21) Cc1ccc(-n2c(Cc3cccn3C)nnc2SCC(=O)NCc2ccco2)cc1
→ 12, -5, 2, -0.9, -16, 0.1, -6, -1, 3
22) Cc1ccc(CSc2nnc(CS(=O)Cc3ccc(Cl)cc3Cl)n2C)cc1 (stereo not drawn)
→ -8, -13, 8, 2.5, -33, 2.2, -7, 4, 1
23) O=C(OCc1nnc(-c2ccccc2)o1)c1cc(Cl)ccc1[N+](=O)[O-]
→ -6, -1, 7, -1.7, -15, -1.3, -1, -4, 5
24) CC(C)Oc1cccc(C(=O)C2CCCN(Cc3cnn(C(C)C)c3)C2)c1 (stereo not drawn)
→ 22, -6, 3, 0.9, -23, 1.5, -13, 12, -17
25) Nc1cc2c(cc1Br)-c1c(C(=O)O)cccc1C2O (stereo not drawn)
→ -10, ., 8, ., ., ., -2, -19, 10
26) O=C1/C(=C\c2ccc([N+](=O)[O-])cc2)CS(=O)(=O)C/C1=C/c1ccc([N+](=O)[O-])cc1
→ 37, ., 24, ., ., ., 9, -8, 15
27) Oc1ccc(N=Nc2n[nH]c(-c3ccccc3)n2)cc1
→ -17, 2, 5, -0.5, 3, 0.1, -1, 10, -2
28) CCOC(=O)c1nnc(-c2ccccc2)[nH]c1=O
→ 0, -2, 0, 0.4, -6, -0.1, -5, -12, 10
29) C=CCOC(=O)C1=C(C)Nc2ncnn2C1c1cc(Br)ccc1F (stereo not drawn)
→ 5, -2, 7, -1.8, 3, -0.6, -3, 10, 8
30) O=C(NCCN1CCN(c2ccccc2)CC1)C1CCN(S(=O)(=O)N2CCOCC2)CC1
→ -22, ., 9, ., ., ., -3, 2, 2

Profiles as entered above.
`Cc1ccc(OCC(=O)Nc2ccc(S(=O)(=O)Nc3cc(C)nc(C)n3)cc2)c(C)c1` across the screens: TAAR1 antagonist = -20; OXTR potentiate = -7; TAAR1 agonist = 2; OXTR agonist = -0.3; CHO parental Ca = -9; V1R ag counter = 0.5; M1 ag = -1; CHRM1 antagonist = -22; M1 PAM = 5
`CCCCC(CC)C(=O)NCCCN1CCN(CCCNC(=O)C(CC)CCCC)CC1` (stereo not drawn) across the screens: TAAR1 antagonist = .; OXTR potentiate = -3; TAAR1 agonist = .; OXTR agonist = -1.5; CHO parental Ca = -9; V1R ag counter = -0.7; M1 ag = -4; CHRM1 antagonist = 1; M1 PAM = 8

Numbers 21–23 of the list above:
Results follow in this order: TAAR1 antagonist, OXTR potentiate, TAAR1 agonist, OXTR agonist, CHO parental Ca, V1R ag counter, M1 ag, CHRM1 antagonist, M1 PAM
21) Cc1ccc(-n2c(Cc3cccn3C)nnc2SCC(=O)NCc2ccco2)cc1
→ 12, -5, 2, -0.9, -16, 0.1, -6, -1, 3
22) Cc1ccc(CSc2nnc(CS(=O)Cc3ccc(Cl)cc3Cl)n2C)cc1 (stereo not drawn)
→ -8, -13, 8, 2.5, -33, 2.2, -7, 4, 1
23) O=C(OCc1nnc(-c2ccccc2)o1)c1cc(Cl)ccc1[N+](=O)[O-]
→ -6, -1, 7, -1.7, -15, -1.3, -1, -4, 5

Further records follow:
Results follow in this order: TAAR1 antagonist, OXTR potentiate, TAAR1 agonist, OXTR agonist, CHO parental Ca, V1R ag counter, M1 ag, CHRM1 antagonist, M1 PAM
31) Cc1cc([N+](=O)[O-])c(C)cc1-c1ccc(/C=N/NC(=O)c2cccnc2)o1
→ 32, -8, 6, -2.5, -9, -0.6, -2, 5, 3
32) O=C(CCc1n[nH]c(=O)[nH]c1=O)N/N=C/c1ccc(Br)o1
→ 7, -3, 4, 0.1, -3, 0.2, -2, 6, 4
33) O=C(Cc1ccc(-c2ccccc2)cc1)Nc1ccccc1
→ 15, -6, 22, 0.5, 4, 0.6, -2, 6, 0
34) COc1ccc(NC(=O)CN2CCN(c3nc(-c4ccc(F)cc4)cs3)CC2)c(OC)c1
→ 3, 4, 9, -1.0, -24, -0.6, -5, -7, 8
35) Cn1ccnc1SCC(=O)NC12CC3CC(CC(C3)C1)C2
→ 4, 1, 11, 0.3, -5, 0.3, -11, 8, -7
36) O=C(O)c1cc(=O)cc(C(=O)O)[nH]1
→ 0, -2, 14, 0.7, 4, 0.8, 0, -15, 11
37) COc1cc(/C=N/n2cnnc2)ccc1OCc1ccc(C)cc1
→ -1, -6, 1, 1.8, -9, 0.4, -4, 2, 2
38) COCCNC(=O)C(c1ccc(OC)cc1)N(C(=O)Cn1nnc2ccccc21)c1cccnc1 (stereo not drawn)
→ 6, -11, 5, -0.1, -14, 1.3, -9, -1, 2
39) COc1ccc(CCNC(=O)CSc2nc(=O)n3cc(C)ccc3n2)cc1OC
→ 5, 8, 2, 1.2, -6, 1.5, -3, -1, 5
40) O=C(COc1ccc(S(=O)(=O)NC2CCCCC2)cc1Cl)N1CCN(c2ccccc2)CC1
→ 7, -10, 10, 2.4, -14, 3.4, -8, 13, -13
41) Cc1cccc(C(=O)OCC(=O)N(C)c2ccccc2)c1C
→ 9, -10, -1, 0.3, -9, 1.9, -4, 7, -4
42) O=C(Nc1nc2ccccc2n1CCOc1ccccc1)c1ccco1
→ 48, -2, 11, -2.4, -18, -0.3, 2, -36, 4
43) Cn1ncc(Cl)c1C(=O)NC1CCCC1
→ -23, 5, 0, 0.4, -6, -0.1, -3, -17, 10
44) CCOC(=O)CN(C(=O)c1snc(C(N)=O)c1N)C(C(=O)NCCC(C)C)c1ccc(F)cc1 (stereo not drawn)
→ 0, -8, 0, -1.2, -2, -1.0, -1, -14, 12
45) COc1nccc(NCc2ccccc2)c1C#N
→ -7, -5, 12, -2.8, 0, -1.1, -1, -15, 16
46) CCN(CC(=O)Nc1c(F)cccc1F)C(=O)CCSc1ccc(C)cc1
→ -9, -7, 0, -0.1, -20, 2.9, -3, -10, 2

Compound activity from PubChem BioAssay.
